LmPK inh – qHTS Assay for Inhibitors of Leishmania Mexicana Pyruvate Kinase (LmPK); Q27686; purified LmPK, Kinase-Glo ATP luminescence, 1 h; Potency, µM (titrated, usually from 57.5 µM), inactives show top-dose activity change, negative = inhibition, usual class: inhibitors; actives 0.37% (n = 290,000); note: potency is the fitted concentration of half-maximal effect; % is set by controls: 0 for no effect and ±100 for the full control effect
Target sequence (Q27686 whole entry, looked up): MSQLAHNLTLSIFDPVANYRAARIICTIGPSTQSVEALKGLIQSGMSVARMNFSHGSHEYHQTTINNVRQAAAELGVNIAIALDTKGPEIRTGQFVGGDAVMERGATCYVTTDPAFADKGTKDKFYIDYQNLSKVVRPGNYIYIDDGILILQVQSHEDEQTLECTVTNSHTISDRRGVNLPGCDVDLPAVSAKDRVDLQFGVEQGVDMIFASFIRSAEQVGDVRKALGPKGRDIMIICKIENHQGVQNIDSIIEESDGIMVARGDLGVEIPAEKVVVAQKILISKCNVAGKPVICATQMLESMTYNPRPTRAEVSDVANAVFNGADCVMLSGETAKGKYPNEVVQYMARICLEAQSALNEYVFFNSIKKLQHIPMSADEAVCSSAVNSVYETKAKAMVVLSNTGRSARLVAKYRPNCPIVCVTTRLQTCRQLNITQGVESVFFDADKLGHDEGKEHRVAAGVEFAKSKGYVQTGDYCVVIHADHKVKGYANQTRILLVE
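Purified LmPK (0.1 nM) converted ADP (0.1 mM) to ATP with PEP (0.5 mM) in imidazole buffer pH 7.2 with KCl and MgCl2, 1 h at room temperature. ATP was read by Kinase-Glo luminescence; data normalized to uninhibited and no-enzyme controls.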
Tb PYK inh – qHTS of Trypanosoma Brucei Inhibitors | AID 624173, 2012 | TbPYK enzyme, Kinase-Glo Plus ATP luminescence, 45 min | Potency, µM (doses to about 76.8 µM), for the others: at the top dose activity, negative = inhibition, most hits filed as inhibitors | actives 0.12% (n = 410,000) | pyruvate kinase (Trypanosoma brucei), Q57TT1; note: potency is the fitted concentration of half-maximal effect; % is set by controls: 0 for no effect and ±100 for the full control effect; nearly all actives have a fitted effect of over 50% in size
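TbPYK + substrate in 50 mM TEA pH 7.2, 100 mM KCl, 10 mM MgCl2, 0.05% BSA, 0.01% Tween-20; cpd pinned; ADP 130 uM final; 45 min RT; Kinase-Glo Plus 10 min; luminescence endpoint.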
Pf growth 96h – Primary qHTS for delayed death inhibitors of the malarial parasite plastid, 96 hour incubation | AID 504834, 2011 | P. falciparum luciferase reporter growth, 96 h | actives 6.9% (n = 320,000) | Potency, µM (doses to about 28.7 µM), without a hit: at the top dose activity change, negative = inhibition, usual class: inhibitors; note: potency is the fitted concentration of half-maximal effect; % is set by controls: 0 for no effect and ±100 for the full control effect
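Two parasite generations (96 h, 37 C, 5% CO2) of compound exposure in infected erythrocytes (0.05% parasitemia, 2% hematocrit). Luciferase-reporter P. falciparum; decreased luminescence indicates inhibited growth, aimed at apicoplast-acting delayed death.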
Shiga toxin inh – A qHTS for Small Molecule Inhibitors of Shiga Toxin. Vero cells, Shiga toxin protein synthesis inhibition reporter. inhibition, % at 38.7 µM. actives 9.2% (n = 290,000); in the data active = inhibition mostly above about 28%, no sharp cut-off; inactive = mostly below about 43%; note: 0% is about no effect
Cycloheximide cs – Cycloheximide Counterscreen for Small Molecule Inhibitors of Shiga Toxin; max response, %; actives 12% (n = 300,000); cell reporter, cycloheximide protein synthesis inhibition counterscreen; AID 2314, 2010; in the data active = max response mostly above about 13%, no sharp cut-off; inactive = mostly below about 14%; note: read at 38.3 µM for the half of the compounds with a filed dose; 0% is about no effect
Pf growth 48h – Primary qHTS for delayed death inhibitors of the malarial parasite plastid, 48 hour incubation. actives 5.9% (n = 310,000). Potency, µM (top dose mostly 28.7 µM), for inactives: at the top dose activity change, negative = inhibition, most hits filed as inhibitors. AID 504832, 2011. P. falciparum luciferase growth in erythrocytes, 48 h; note: potency is the fitted concentration of half-maximal effect; % is set by controls: 0 for no effect and ±100 for the full control effect
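Luciferase-expressing P. falciparum in infected erythrocytes (2% hematocrit, 0.1% parasitemia final) in RPMI 1640/0.5% Albumax were exposed to compound for 48 hours at 37 C, 5% CO2; growth read as luminescence.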
AMA1 RON2 block – qHTS for Inhibitors of AMA1-RON; Towards Development of Antimalarial Drug Lead: Primary Screen | Plasmodium falciparum AMA1 (3D7) - RON2 peptide interaction | AlphaScreen AMA1-biotinylated RON2 peptide binding | Potency, µM (highest dose often 58.2 µM), without a hit: top-dose activity change, negative = inhibition, usual class: inhibitors | actives 0.2% (n = 360,000);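 note: potency is the fitted concentration of half-maximal effect; 0% = vehicle wells and -100% = peptide control; nearly all actives have a fitted effect of over 45% in size; some results filed as inactive show a strong effect at the top dose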
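AMA1 (3D7) with his tag at 25 nM final met compounds first, then biotinylated RON2 peptide at 25 nM; detection used donor plus acceptor beads, 10 µg/mL apiece, read by AlphaScreen after 30 min at room temperature.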
* hit, by the source's call; ? = inconclusive; . = not tested or not shown; & = joins results of further samples; [ ] = dose if it differs, or a comment. Unless noted, calls come from the whole dose curve; as a rule, active = well fitted curve in the direction sought with a large enough effect; inconclusive = small, poorly fitted or top-dose-only effect, or another doubt; inactive = no such curve, though single readings can be large; an effect the other way counts as inactive or inconclusive.

SMILES	LmPK inh	Tb PYK inh	Pf growth 96h	Shiga toxin inh	Cycloheximide cs	Pf growth 48h	AMA1 RON2 block
COc1ccc(C(=O)COC(=O)C(C)N2C(=O)C3C4CCC(C4)C3C2=O)cc1 (configuration not stated)	-1%	-3%	0%	7	9	-22%	3%
CCn1c(=N)n(CC(=O)c2ccc(OC)cc2)c2ccccc21	-2%	-3%	31%[activator]	6	19	35%[activator]	48%
CC(C)C(=O)N(c1ccc2oc(=O)sc2c1)S(=O)(=O)c1cccs1	2%	-25%	37%[activator]	-3	29	?	-2%
CN(C(=O)c1ccc(NC(=O)Cc2ccc(NC(=O)C3CCCN(C(=O)c4ccccc4)C3)cc2)cc1)C1CC1 (configuration not stated)	.	12%	?	.	.	?	-1%
CCOC(=O)N1CCN(c2nnnn2-c2ccccc2)CC1	-2%	-3%	-29%	-3	1	14%	-4%
N#Cc1cnn(Cc2ccc(Cl)cc2)c1N	0%	34%[activator]	?	-7	-1	10%	5%
Fc1cccc(Cl)c1CSc1nnc(COc2cccc3cccnc23)o1	-3%	-12%	18%	30	-2	.	0%
O=C(Nc1nc2ccc3ccccc3c2s1)c1ccc(N2CCCCC2)c([N+](=O)[O-])c1	-2%	18%	?	-1	0	?	-13%
COc1ccc(S(=O)(=O)Cc2ccc(C(=O)N3CC(C)CC(C)C3)o2)cc1 (configuration not stated)	-7%	-4%	?	-4	-1	10%	15%
COCCNC(=O)C(=O)NNS(=O)(=O)c1ccc(Cl)cc1	0%	0%	1%	14	-5	16%	-11%
C/C(=N\NC(=O)c1cccc(S(=O)(=O)N2CCCC2)c1)c1ccc(C)cc1	.	0%	-22%	.	.	?	25%
C/C(=N\NC(=O)c1ccccc1)c1ccc(NC(=O)c2cccs2)cc1	-3%	0%	99%[activator]	106*	23*	103%[activator]	1%
CCOC(=O)C1=C(COC(=O)/C=C/c2ccc(C)o2)NC(=O)NC1C (configuration not stated)	.	-22%	?	.	.	?	-5%
O=C(Nc1ccccc1N1CCN(C(=O)c2ccc(Cl)cc2)CC1)c1cccnc1	8%	-16%	.	-8	-3	?	2%
CN(C)S(=O)(=O)c1ccc2c(c1)c(=O)c(C(=O)N1CCOCC1)cn2C	4%	2%	117%[activator]	-12	-2	.	-5%
CCOCCCNC(=O)C(NC(=O)CC1NC(=O)NC1=O)c1ccc(Cl)cc1 (configuration not stated)	0%	-1%	38%[activator]	11	-7	2%	-19%
CC(Oc1ccccc1)C(=O)Nc1ccc(S(=O)(=O)N2CCCC2)cc1 (configuration not stated)	-1%	-14%	23%	-8	3	?	-21%
CCOC(=O)N1CCC(NC(=O)c2cnc3n(c2=O)CCS3)CC1	5%	1%	53%[activator]	-7	-3	48%[activator]	11%
COc1ccc(-c2nnn(Cc3nc(N)nc(N4CCOCC4)n3)n2)cc1OC	5%	5%	-13%	-20	1	-10%	1%
CC(=O)OCC(=O)NCc1ccc2c(c1)OCO2	1%	-10%	-3%	14	3	6%	-4%
COc1ccccc1/C=C/C=c1\sc2nc(=O)c(Cc3ccccc3)nn2c1=O	1%	-8%	4%	-4	1	-9%	-2%
COC(=O)c1ccccc1NC(=O)CSc1ncccn1	-2%	-12%	12%	31	8	11%	-10%
Cc1ccc(C(=O)O)cc1NC(=O)c1ccc(Cn2nc(C)c(Cl)c2C)o1	-1%	-11%	55%[activator]	20	6	?	-14%
CN(C)C(=O)COc1ccc(Br)cc1	-5%	5%	9%	-2	-2	15%	3%
C/C(=N\Nc1nc(N)cc(Cl)n1)c1ccc(F)cc1	-3%	1%	-1%	70*	41*	-12%	97%[activator]
Cc1nc(-c2ccccc2)sc1-c1nnc(C2CC2)o1	-2%	1%	44%[activator]	87*	39*	74%[activator]	-6%
COC(=O)C1=C(C)NC2=C(C(=O)CCC2)C1c1cccs1 (configuration not stated)	-3%	.	.	-1	-3	-4%	.
COc1cccc(N2CCN(C(=O)CC(NC(=O)c3ccccc3)c3ccccc3)CC2)c1 (configuration not stated)	.	-5%	?	.	.	?	-14%
Cc1c(CN2CCC(CO)(CCOc3ccccc3)CC2)c(=O)n(-c2ccccc2)n1C	-4%	5%	?	-10	-2	38%[activator]	17%
CC(C)c1ccc(NS(=O)(=O)c2cccc3cccnc23)cc1	9%	1%	?	3	-1	?	-14%
O=C(NNC(=O)c1cccnc1)Nc1ccccc1	-2%	-20%	-6%	2	5	-6%	20%
CC(C)(CC(=O)O)CC(=O)Nc1ccc(Oc2ccc(C(C)(C)C)cc2)nc1	10%	0%	-4%	-3	-2	12%	-2%
COC(=O)c1ccc(CN2CCC(n3nccc3NC(=O)C3CC3)CC2)cc1	0%	5%	?	-3	-2	8%	0%
O=C(CSc1nc2nn(-c3ccccc3)c(=O)c-2c2n1CCCCC2)NCCCc1ccccc1	3%	-1%	?	-14	-1	9.3µM*	4%
Cc1cccc(NC(=S)N2CCCC(c3nc4ccccc4[nH]3)C2)c1 (configuration not stated)	9%	-8%	-25%	-11	2	12%	3%
Cc1ccccc1C(=O)NC1CCN(CC(=O)Nc2ccccc2)CC1	1%	0%	0%	0	9	-4%	6%
CCC(CC)C(=O)NCc1ccc(Cl)cc1	-1%	-3%	10%	10	-6	10%[5.75 µM]	-3%
CC(=O)c1ccc(N2CCN(C(=O)c3ccc4c(=O)n(-c5ccccc5)c(=O)[nH]c4c3)CC2)cc1	0%	3%	?	11	-2	10µM*	2%
CC(C)(C)C(=O)NC(=S)Nc1ccccn1	-2%	-4%	7%	15	17	0%	20%
O=C(N/N=C/c1ccco1)c1cc(Br)ccc1OCc1ccccc1	2%	4%	85%[activator]	24	10	?	14%
Cc1cccc(NC(=O)CSc2nc(C)c(CC(=O)c3ccc(Br)cc3)c(C)c2C#N)c1C	0%	-5%	.	-25	-4	-3%	4%
Cc1ccc(CN2C(=O)CC(Nc3ccc(N4CCOCC4)cc3)C2=O)cc1 (configuration not stated)	2%	-22%	56%[activator]	-6	-1	-1%	-28%
CCC(C)OC(=O)c1c(N)n(Cc2cccs2)c2nc3ccccc3nc12 (configuration not stated)	-6%	-5%	.	31	4	0%	11%
COc1ccc(CCC(=O)NCc2ccccc2Cl)cc1OC	-1%	-1%	-11%	3	-3	2%	-8%
COc1cccc(N2CCN(C3CC(=O)N(c4ccc(Cl)c(Cl)c4)C3=O)CC2)c1 (configuration not stated)	-4%	1%	.	-2	-1	5%	-20%
O=Cc1ccc(OCC(=O)Nc2ccccc2-c2ccccc2)cc1	2%	-6%	?	11	5	11%	18%
CC(/C=N/n1c(-c2ccccc2)n[nH]c1=S)=C\c1ccco1	-16%	?	20%	-11	-1	3%	-1%
Cc1ccc(-n2nc3c4c(cccc4c2=O)-c2ccccc2-3)cc1	-7%	2%	?	-5	-2	?	17%
CCCN=C1N/C(=C\c2ccco2)C(=O)N1c1ccccc1	-2%	-4%	-20%	-17	-5	.	20%
CCOC(=O)C1C(O)=CC(=O)CC1c1ccccc1 (configuration not stated)	.	-2%	53%[activator]	.	.	?	-7%
CCOc1c(Br)cc(C(N)=O)cc1OC	11%	-5%	-14%	-13	-3	-30%	-9%
COc1ccc(C(=O)C2CCCN(C(=O)CSC)C2)cc1OC (configuration not stated)	-3%	4%	13µM*	-3	-1	19%	2%
CC(=O)N/C(=C\c1ccccc1)C(=O)OC(C)C(=O)NCc1ccccc1 (configuration not stated)	.	-8%	1%	.	.	-1%	-1%
CCOc1ccc(C(=O)NN2C(=O)C3C4C=CC(O4)C3C2=O)cc1 (configuration not stated)	-2%	3%	83%[activator]	21	3	31%[activator]	16%
Cc1ccccc1NC(=O)CSc1ccc(-c2ccco2)nn1	5%	1%	?	-8	-6	11%	8%
CCNS(=O)(=O)c1ccc(NC(=S)N2CCc3ccccc32)cc1	0%	-26%	-6%	-10	7	-12%	-6%
OCCNC(=S)Nc1ccc2nsnc2c1	4%	-8%	-24%	5	-5	15%	-3%
CCOc1ccc(NC(=O)c2cnc3scc(C)n3c2=O)cc1	-10%	-2%	?	14	13	1%	3%
CCCNC(=O)CSc1nc2ccc(OCC)cc2s1	-2%	5%	0%	48	6	?	7%
COc1cc2nc(N(CCCN(C)C)C(=O)c3ccc(S(=O)(=O)N4CCc5ccccc54)cc3)sc2cc1OC	.	?	?	.	.	?	?
Next structures:
SMILES	LmPK inh	Tb PYK inh	Pf growth 96h	Shiga toxin inh	Cycloheximide cs	Pf growth 48h	AMA1 RON2 block
Cc1ccccc1NC(=O)C(C)N1C(=O)c2ccccc2C1=O (configuration not stated)	12%	-5%	2.9µM*	.	1	-11%	43%[activator]
CCOc1ccc(C(=O)NC(=S)Nc2cccnc2)cc1	-4%	-3%	2%	0	30*	89%[activator]	3%
Cc1ccc(Cc2c(C)nc3nc(SCC(=O)NCCCN4CCCC4)nn3c2C)cc1	-2%	-2%	?	-4	-4	-16%	-9%
COC(=O)c1cc(S(=O)(=O)NCCc2sccc2C)c[nH]1	4%	-2%	?	9	9	-12%	-17%
Cc1oc(-c2ccccc2Cl)nc1CS(=O)(=O)CC(=O)NC(C)c1ccccc1 (configuration not stated)	2%	0%&4%	-8%	-1	-2	6%	-4%
COc1ccc(C(=O)CCC(=O)O)c(C)c1	6%	-8%	.	21	0	-16%	0%
CCOC(=O)/C(=N\Nc1cccc(C(F)(F)F)c1)N(CCOC)CCOC	-2%	6%	?	16	-2	.	0%
Cc1ccc(C)c2[nH]c(=O)c(CN(CCCN(C)C)C(=O)NCc3ccccc3)cc12	-2%	1%	?	-10	-2	?	-4%
O=C(/C=C/c1ccccc1)C1=C(O)C(=O)N(CCO)C1c1cccc([N+](=O)[O-])c1 (configuration not stated)	5%	1%	48%[activator]	-6	-3	52%[activator]	-9%

5 records picked at random from those above:
SMILES	LmPK inh	Tb PYK inh	Pf growth 96h	Shiga toxin inh	Cycloheximide cs	Pf growth 48h	AMA1 RON2 block
Cc1ccccc1NC(=O)C(C)N1C(=O)c2ccccc2C1=O (configuration not stated)	12%	-5%	2.9µM*	.	1	-11%	43%[activator]
CCOc1ccc(C(=O)NC(=S)Nc2cccnc2)cc1	-4%	-3%	2%	0	30*	89%[activator]	3%
Cc1ccc(Cc2c(C)nc3nc(SCC(=O)NCCCN4CCCC4)nn3c2C)cc1	-2%	-2%	?	-4	-4	-16%	-9%
Cc1ccc(C)c2[nH]c(=O)c(CN(CCCN(C)C)C(=O)NCc3ccccc3)cc12	-2%	1%	?	-10	-2	?	-4%
COc1ccc(C(=O)CCC(=O)O)c(C)c1	6%	-8%	.	21	0	-16%	0%
